# Assay outcomes: PubChem BioAssay, several laboratories
# SARS 3CLpro inh: SARS-CoV 3CLpro protease inhibition | P0C6X7 | recombinant SARS-CoV 3CLpro, quenched FRET peptide cleavage | inhibition, % at 6 µM | 290,000 tested, 0.14% active; in the data active = inhibition above about 12%
# TcdB inh: blocks C. difficile toxin B glycohydrolase activity. 350,000 tested, 0.24% active. inhibition, % at 9.99 µM. TcdB glycohydrolase enzymatic assay, plate reader. AID 652162. P18177; in the data active = inhibition above about 10%
# PrPC surface inh: cell surface PrPC inhibition, primary TR-FRET screen. P04156. TR-FRET read-out. 370,000 tested, 0.43% active. inhibition, % at 13.8 µM. AID 720596; in the data active = inhibition above about 24%; also: 0% = median of the test wells and 100% = reference compound wells
# PfHsp40 rescue: compounds rescuing yeast from Plasmodium falciparum HSP40 toxicity. S. cerevisiae expressing PfHsp40, growth rescue, ATP luminescence. growth rescue, % at 12.5 µM. 340,000 tested, 0.68% active; in the data active = growth rescue above about 28%, passing the limit was not always enough;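 also: yeast W303a lacking pdr1 and pdr3 grown in galactose medium; growth measured after three days at 30 °C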
# PriA SSB inh: K. pneumoniae PriA-SSBct interaction inhibition; 430,000 tested, 0.6% active; AID 1272365; inhibition, % at 33 µM; AlphaScreen SSBct-PriA binding, biotinylated peptide; in the data active = inhibition mostly above about 37%, no sharp cut-off; inactive = mostly below about 20%;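 also: plate controls were negative control peptide for no effect and reference peptide for full effect; strong numbers were not always called active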
# BoNT A protease: inhibitors of Botulinum neurotoxin A light chain protease | AID 588499 | multiplex microsphere protease substrate cleavage, flow cytometry | 360,000 tested, 0.17% active | inhibition, % at 10 µM; also: plate controls were buffer without enzyme for full effect and enzyme alone for no effect
# Anthrax LF inh2: inhibitors of Bacillus anthracis lethal factor protease; AID 588501; P15917; 360,000 tested, 0.12% active; multiplex microsphere protease cleavage assay, LF; inhibition, % at 10 µM; also: plate controls were buffer without enzyme for full effect and enzyme alone for no effect
# Target sequence (P15917 whole entry, looked up): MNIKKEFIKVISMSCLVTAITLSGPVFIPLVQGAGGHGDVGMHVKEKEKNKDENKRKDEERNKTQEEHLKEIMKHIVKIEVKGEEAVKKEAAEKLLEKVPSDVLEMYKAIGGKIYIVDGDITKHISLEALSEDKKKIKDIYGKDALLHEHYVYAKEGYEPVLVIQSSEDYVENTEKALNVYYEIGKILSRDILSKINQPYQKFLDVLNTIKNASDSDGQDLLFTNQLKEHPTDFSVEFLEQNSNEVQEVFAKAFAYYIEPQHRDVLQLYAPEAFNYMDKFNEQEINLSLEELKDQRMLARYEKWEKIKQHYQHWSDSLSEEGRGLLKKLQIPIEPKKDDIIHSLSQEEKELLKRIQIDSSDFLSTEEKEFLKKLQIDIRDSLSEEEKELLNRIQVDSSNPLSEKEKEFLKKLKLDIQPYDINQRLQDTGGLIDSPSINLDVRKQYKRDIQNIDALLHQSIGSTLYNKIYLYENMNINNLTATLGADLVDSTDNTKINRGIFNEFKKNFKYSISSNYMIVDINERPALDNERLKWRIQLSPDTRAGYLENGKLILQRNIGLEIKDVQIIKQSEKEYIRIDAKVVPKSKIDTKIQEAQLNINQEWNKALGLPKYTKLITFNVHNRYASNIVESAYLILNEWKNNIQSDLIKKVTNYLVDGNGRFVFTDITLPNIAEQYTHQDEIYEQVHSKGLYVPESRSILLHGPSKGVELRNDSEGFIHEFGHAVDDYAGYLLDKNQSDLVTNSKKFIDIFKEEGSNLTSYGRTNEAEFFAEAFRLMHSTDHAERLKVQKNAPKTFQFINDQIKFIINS
# BH1578 lux ind: induces V. cholerae light production without autoinducers. V. cholerae BH1578 lux reporter, luminescence, 6 h. activation, % at 18.7 µM. 350,000 tested, 0.16% active; in the data active = activation mostly above about 9.7%, no sharp cut-off; also: not every result past the cut was called active; inactives centre near 0; reference of the scale not given here
# Yp Topo-I inh: blocks Yersinia pestis topoisomerase I activity. Y. pestis Topo-I cleavage product accumulation, plate reader. activity, % at 10 µM. AID 504884. 360,000 tested, 0.064% active; in the data active = activity above about 50%, passing the limit was not always enough; also: inactives centre near 2
# * = called active by the depositor; i = inactive; / = not tested or not shown; & = joins results of further samples. Rule as the data show it, unless noted: active = inhibition above about 30%; inconclusive = no clear call, values can overlap the other calls; inactive = below that. These rows are one share of the data, so the mix of outcomes need not match the whole.
# Below each SMILES – SARS 3CLpro inh | TcdB inh | PrPC surface inh | PfHsp40 rescue | PriA SSB inh | BoNT A protease | Anthrax LF inh2 | BH1578 lux ind | Yp Topo-I inh
Cc1ccc(-n2nc3c(c2NC(=O)c2ccc4c(c2)OCO4)CS(=O)(=O)C3)cc1
    1 | 0.7 | -8 | -1.2 | -7 | 1.1 | -3 | -0.4 | 6
Cc1ccc(C)c(N(CC(=O)NCc2ccccc2)C(=O)c2csnn2)c1
    -2 | 0.9 | 2 | -0.5 | 4 | 1.9 | -2 | -0.4 | 10
O=C(C(c1ccccc1)c1ccccc1)N1CCOCC1
    -8 | / | -8 | -0.5 | -5 | 0.0 | 0 | -2.3 | 10
O=C(CCCn1c(=O)[nH]c2ccsc2c1=O)NC1CCCCC1
    5 | 1.7 | -2 | -0.7 | 4 | -0.3 | -9 | i | -16
CCn1c(/C=C2/C(=O)N(C)c3ccccc32)nc2ccccc2c1=O
    -1 | / | -7 | -2.9 | -13 | 0.2 | 2 | -5.0 | 5
O=C1CCCC2=C1C(c1ccccc1O)C1=C(CCCC1=O)O2
    2 | / | 2 | 2.3 | 9 | -0.9 | -1 | / | 6
O=C(Nc1nnc(SCc2ccccc2Cl)s1)c1cccc([N+](=O)[O-])c1
    2 | 3.6 | -4 | -1.5 | -15 | 0.1 | -1 | -0.5 | -5
CCN(CC)c1nc(Oc2ccc(=O)[nH]n2)nc(N2CCOCC2)n1
    -3 | 0.5 | -4 | -0.5 | -10 | -0.1 | -2 | -0.1 | 0
CCCCCCn1c(=O)n2n(c1=O)[C@@H]1CN(S(=O)(=O)c3ccc(C)cc3)C[C@]1(O)[C@@H](OC(=O)Nc1cccs1)C2
    / | 1.0 | 7 | / | / | -0.4 | -5 | 0.5 | 20
CCOc1ccc(N2C(=O)S/C(=C\c3ccc(O)c(OC)c3)C2=O)cc1
    -4 | 0.6 | -18 | -1.7 | 10 | -0.9 | -4 | -0.2 | 14
O=C(CSc1ccccc1F)NC1CCS(=O)(=O)C1 (stereo not given)
    2 | -1.2 | 7 | -1.3 | 5 | -0.8 | -1 | i | 3
COc1ccc(CCNC(=O)C23CN(Cc4ccccc4)CC2C(c2cccc([N+](=O)[O-])c2)=NO3)cc1 (stereo not given)
    4 | 1.5 | -5 | 0.7 | 31 | -0.2 | -3 | -11 | 1
COc1ccc(NCC(=O)N/N=C/C2CCCCC2)cc1
    6 | -0.8 | 1 | 0.6 | i | 0.4 | -3 | -1.5 | -6
O=c1c(-c2nc3ccccc3s2)cccn1Cc1ccc(Cl)c(Cl)c1
    2 | / | 0 | 0.1 | -56 | 1.4 | 2 | -0.7 | -4
CC(=O)NC(c1ccccc1)c1c(O)ccc2ccccc12 (stereo not given)
    3 | 0.4 | 2 | -0.4 | -12 | -0.2 | -10 | -0.5 | 2
CCOC(=O)CCCSc1nc2sc(C)c(C)c2c(=O)[nH]1
    6 | 1.4 | 7 | 1.0 | -18 | -0.8 | -7 | -0.3 | 19
CCOc1cc(CNCCc2c[nH]c3ccccc23)cc(Cl)c1OCC(N)=O
    4 | 0.4 | 4 | 0.5 | 9 | -0.5 | -7 | i | -5
COCCn1c(C2CCCCC2)nc2sc3ccccc3c(=O)c2c1=O
    -1 | / | -6 | -0.6 | 1 | 1.5 | 1 | 1.4 | -1
COc1ccc(C(=O)Nc2ccccc2C(=O)N2CCOCC2)cc1
    2 | 0.1 | -16 | -0.2 | -17 | 0.2 | 2 | -0.4 | 5
O=c1[nH]c2ccccc2n2c(-c3ccncc3)nnc12
    1 | / | -2 | -2.1 | -5 | -1.1 | -4 | -1.0 | 1
Cc1c(NC(=O)C2CC(c3c(F)cccc3Cl)=NO2)c(=O)n(-c2ccccc2)n1C (stereo not given)
    -2 | -0.1 | 6 | -2.1 | 1 | 0.5 | 1 | i | 2
Cn1nc([N+](=O)[O-])c(C(C#N)c2nc3ccccc3n2C)c(Cl)c1=O (stereo not given)
    0 | / | -25 | -2.4 | 25 | 0.4 | -2 | -0.7 | -6
COc1cccc(C(c2nnnn2-c2ccc3c(c2)OCCO3)N2CCC(n3c(=O)[nH]c4ccccc43)CC2)c1OC (stereo not given)
    / | 0.6 | -5 | / | / | 0.7 | 7 | / | /
CCOc1ccc(-c2csc(N)c2C(=O)OC)cc1
    -3 | 0.8 | 16 | -0.9 | 10 | 0.1 | -1 | -0.2 | 3
CC(=NCc1ccco1)c1c(O)n(C2CCCCC2)c(=O)[nH]c1=O
    -1 | / | 15 | 1.2 | -7 | 2.3 | -1 | i | 3
O=C(O)C1=CCNCC1
    / | 0.4 | 3 | -1.3 | -3 | -0.7 | -7 | 0.5 | 7
CCc1c(C)nc2nc(NC(C)=O)[nH]n2c1=O
    -2 | / | 6 | -1.5 | -1 | -0.1 | -5 | i | 2
CCOC(=O)c1cc2cc(OC)ccc2nc1C
    3 | / | -2 | -1.4 | -13 | 0.3 | -4 | i | -4
O=P(O)(CCCP(=O)(O)CCc1ccccc1)CCc1ccccc1
    / | / | 1 | -1.0 | -14 | -0.2 | -3 | i | 1
COc1ccc(-c2cc(C(=O)Oc3ccc([N+](=O)[O-])cc3)c3ccccc3n2)cc1
    2 | / | -9 | -0.7 | 5 | 7.4 | 4 | -0.3 | -6
CCN(CC(=O)NC(C)C)Cc1nc2sc3c(c2c(=O)[nH]1)CCC3
    0 | / | -1 | -0.3 | -9 | -0.2 | 0 | 0.1 | -3
Oc1[nH]c2ccccc2c1N=Nc1c(F)c(F)c(F)c(F)c1F
    / | 0.8 | -2 | -0.9 | -16 | -0.7 | -2 | -5.6 | -9
CNCc1ccccc1Sc1cccc(O)c1
    3 | / | -3 | 0.2 | 3 | -0.4 | -1 | i | -8
CCCn1ncc(CN2CCCC(C(=O)c3cccc(OC)c3)C2)c1C (stereo not given)
    3 | 0.3 | 2 | -0.9 | -8 | -0.7 | 0 | -1.2 | 3
CN(C)/C=N/c1sc2c(c1C#N)CCCC2
    -1 | -0.5 | -4 | 1.8 | / | -1.2 | 5 | -2.1 | -6
COc1ccc(N2CCN(C(=S)Nc3ccccc3)CC2)cc1
    2 | 3.0 | -8 | -0.1 | 11 | 1.1 | -2 | i | -2
COC(=O)c1c(C)[nH]c(C(=O)/C=C/c2ccc(C)cc2)c1C
    1 | 0.5 | -3 | -1.3 | 0 | -0.9 | -3 | i | 2
O=C(NNc1ccc(-c2csnn2)cc1)c1ccccc1C(F)(F)F
    0 | 12* | 17 | 0.5 | -7 | -1.9 | 6 | -0.4 | -3
O=C(NNc1nccc(C(F)(F)F)n1)Nc1cccc(Cl)c1
    -2 | 1.3 | / | -2.0 | 3 | -1.0 | 8 | 3.7 | -6
Cc1ccc(OCC(=O)NCCC2=CCCCC2)cc1
    3 | / | -3 | 0.1 | 8 | -0.2 | 0 | 1.8 | -6
COc1cccc(CN(C)Cc2nc3cc(C(F)(F)F)ccc3c(=O)[nH]2)c1
    -3 | 2.1 | -2 | -1.4 | 0 | 0.4 | 0 | -0.4 | 1
Cc1ccc(O)c(NC(=O)Cc2ccc3ccccc3c2)c1
    -1 | 0.2 | -5 | 3.1 | 1 | -4.6 | -23 | -0.4 | -7
Cc1cc(NC(=O)c2ccoc2C)no1
    -3 | / | -3 | -1.4 | -1 | 0.4 | 0 | i | 6
O=C(Nc1nc(-c2cccs2)cs1)c1ccco1
    0 | 2.3 | -11 | -0.6 | -4 | 0.5 | -8 | -0.3 | 1
COc1ccc(/C=C(\C#N)c2nc3ccc(C)cc3[nH]2)cc1Oc1ccc(C(F)(F)F)cc1[N+](=O)[O-]
    5 | / | 2 | 0.3 | -23 | 0.2 | 2 | -0.2 | -3
NS(=O)(=O)c1ccc(Nc2nc(-c3ccc4ccccc4c3)cs2)cc1
    6 | / | 7 | -1.1 | 12 | -3.0 | -7 | -0.5 | -1
COC(=O)C1=C(c2ccc(-c3ccccc3)c(F)c2)C[C@@H]2CC[C@H]1N2C(=O)N1CCC(O)CC1
    / | 0.6 | 5 | -0.6 | 7 | -0.2 | 2 | i | -2
O=C(NC(=S)NCc1ccccc1)c1ccccc1
    1 | / | 5 | 12 | 2&-16 | 0.2 | -1 | -0.3 | 2
Cc1cccn2c(=O)c(/C=N/O)c(Nc3ccccc3F)nc12
    2 | 0.4 | -4 | -0.7 | / | -1.0 | -7 | -0.4 | 3
CCCCCC(=O)NNC(=S)NC(=O)c1ccccc1[N+](=O)[O-]
    -1 | 4.8 | -5 | 1.7 | 0 | -0.4 | -7 | -0.3 | 13

# The list continues.
# Below each SMILES – SARS 3CLpro inh | TcdB inh | PrPC surface inh | PfHsp40 rescue | PriA SSB inh | BoNT A protease | Anthrax LF inh2 | BH1578 lux ind | Yp Topo-I inh
CN1/C(=C\C(=O)c2cccnc2)C(C)(C)c2ccccc21
    -3 | 4.1 | -2 | -1.7 | -17 | 3.8 | 0 | 0.6 | 1
Clc1ccc(-c2cn3nc4c(nc3n2)CCCC4)cc1
    3 | / | -13 | -1.2 | -2 | 19 | 16 | i | -7
CSc1nnc(CCNS(=O)(=O)c2ccccc2Br)n1C
    4 | 0.8 | -3 | 0.2 | -24 | -1.7 | -12 | i | 2
CC(C)(C)OC(=O)C[C@H]1C/C=C\C[C@H](CC(=O)N(CCO)Cc2ccccc2)C(=O)N[C@@H](c2ccccc2)COC1=O
    / | 0.0 | 1 | 0.8 | -8 | -0.6 | 2 | i | 4
CNS(=O)(=O)c1ccc(NS(=O)(=O)c2ccccc2F)cc1
    2 | 0.4 | 1 | -0.4 | -7 | -0.5 | -6 | -0.3 | -3
Cc1ccc(N(C(=O)CNC(=O)c2ccco2)C(C(=O)NC2CCCCC2)c2ccncc2)c(C)c1 (stereo not given)
    0 | 1.4 | -6 | -1.4 | 10 | 0.7 | 0 | -0.4 | 3
COc1cc(OC)cc(C(=O)Nc2ccc(Cn3ccnc3)cc2)c1
    0 | 0.1 | 13 | -1.0 | 4 | -3.6 | 0 | -1.0 | 7
Cc1cccc2c(SCC(N)=O)nc(-c3ccccc3)nc12
    -3 | 2.2 | 6 | 0.1 | -11 | -3.5 | 10 | -0.1 | 4
CC(NC(=O)c1cc(S(=O)(=O)N2CCCC2)ccc1Cl)c1ccccn1 (stereo not given)
    / | -0.1 | 2 | -0.6 | 4 | -0.3 | 11 | i | -3
COc1ccc(OC)c(Nc2nc(-c3c(C)nc4ncccn34)cs2)c1
    -8 | 0.1 | -8 | 1.4 | 5 | -4.7 | 8 | i | 21
CC(C)(C)n1ncc2c(=O)n(Cc3c(F)cccc3Cl)cnc21
    1 | / | 1 | 1.2 | -13 | 0.3 | -2 | -1.4 | 3
COc1ccc(/C=C/C(=O)OCC(=O)NC2CCCCCCC2)cc1
    / | 3.2 | -2 | 1.1 | -5 | -6.2 | -5 | 0.6 | -2
COc1ccc(OC)c(/C=C2\Oc3cc(OCC(=O)N4CCC(C(=O)O)CC4)ccc3C2=O)c1
    1 | 1.5 | -4 | 1.1 | -3 | 0.8 | -1 | 1.8 | 6
CN1C(=O)C(C)(C2=CCCCC2)C(=O)NC1=S (stereo not given)
    / | 0.9 | 0 | -0.9 | -12 | -0.6 | -1 | i | -1
O=C(N[C@@H]1c2ccccc2CC[C@@H]1OCc1ccccc1)c1ccc(-c2ccccc2)cc1
    / | 0.8 | 9 | 0.1 | 4 | -0.6 | -5 | i | 12
COc1ccc(/C=C2\CC/C(=C\c3ccc(OC)c(OC)c3)C2=O)cc1OC
    -1 | / | 3 | 0.2 | 3 | -0.4 | 1 | i | 14
COc1ccc(-n2c(SCC(=O)NC3CC3)nc3ccccc3c2=O)cc1OC
    / | 1.5 | 1 | -0.9 | 4 | 0.4 | -3 | -5.7 | -2
